Wnt bcat act: Wnt/beta-catenin pathway activation; Wnt/beta-catenin reporter cell assay, activator, plate reader; activation, % at 9.35 µM; actives 1.2% (n = 300,000); in the data active = activation above about 30%, passing the limit was not always enough;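 note: 0% = neutral control wells and 100% = positive control wells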
* marks the source's active call; other numbers are inactive results. A portion of the library; the hit share may differ from the screen's.

SMILES	Wnt bcat act
O=C1NC(=O)C2(CCOc3ccc(F)cc32)N1 (stereo unspecified)	-2.0
O=C(O)Cc1sc(-c2ccccc2)nc1-c1ccc(Cl)cc1	6.8
COc1cc(C=O)ccc1O	-0.4

Compounds from the list above that have a halogen (two):
SMILES	Wnt bcat act
O=C1NC(=O)C2(CCOc3ccc(F)cc32)N1 (stereo unspecified)	-2.0
O=C(O)Cc1sc(-c2ccccc2)nc1-c1ccc(Cl)cc1	6.8
